HEK293 NFkB inh: lowers PMA/ionomycin-induced NF-kB signal in HEK293 cells; HEK-293 NF-kB luciferase reporter, luminescence; inhibition, % at 3 µM; hit rate 0.21% among 62,000;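 active = inhibition above the mean of all tested compounds plus 3 SD, cut at about 40% in these data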;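 also: 0% = stimulated DMSO wells and 100% = 10 µM reference inhibitor 5653914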
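Reagent: PMA plus ionomycin mix as NF-kB-activating stimulus. Assay system: NF-kB luciferase reporter HEK-293 cells. Technique: luminescence from luciferase substrate reagent. Incubation: 1 h compound pre-incubation, 16 h PMA/ionomycin at 37 °C. Benchmarks: DMSO only as uninhibited control, 10 µM reference inhibitor as full inhibition. Repeats: tested once.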
S1P1 ag-PAM: activates or potentiates agonism at human S1P1 receptor | activation, % at 9.5 µM | AID 449 | hit rate 0.57% among 56,000 | S1P1 CRE-bla cells, forskolin, beta-lactamase FRET, potentiator mode; S1P1 agonist co-added at EC20, 2 nM; 100% = saturating reference agonist, 0% = basal | P21453;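 active = activation above a cutoff set at the mean activation of all tested compounds plus 3 SD, cut at about 54% in these data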;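 also: forskolin at 4 µM as EC80 and the EC20 agonist is SEW2871; 100% = SEW2871 at its EC100 plus forskolin at EC80; some compounds past the cut are filed as inactive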
Target sequence (P21453 whole entry, looked up): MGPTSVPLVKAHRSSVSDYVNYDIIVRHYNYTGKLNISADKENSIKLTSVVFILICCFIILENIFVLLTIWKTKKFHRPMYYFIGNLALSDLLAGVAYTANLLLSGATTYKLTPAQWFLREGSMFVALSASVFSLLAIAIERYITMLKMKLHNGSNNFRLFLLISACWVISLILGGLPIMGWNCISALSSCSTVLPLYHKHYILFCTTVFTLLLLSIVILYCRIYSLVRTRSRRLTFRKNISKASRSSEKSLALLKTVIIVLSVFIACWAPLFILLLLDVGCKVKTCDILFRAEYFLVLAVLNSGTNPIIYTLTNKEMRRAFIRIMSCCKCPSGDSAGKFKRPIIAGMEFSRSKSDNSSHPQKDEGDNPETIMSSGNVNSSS
S1P3 agonist: agonists of human S1P3 receptor; Q99500; S1P3 NFAT-BLA reporter cells, agonism, FRET ratio; relative to 1 µM S1P, basal subtracted; activation, % at 4.5 µM; hit rate 0.1% among 60,000; AID 373;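 active = activation above the screen-wide mean plus 3 SD, cut at about 4.5% in these data, passing the limit was not always enough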; also: some compounds called inactive have numbers as strong as hits
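Benchmarks: high control 1 µM S1P / System: stable CHO line with human S1P3, Gα16, NFAT-BLA reporter / Dosing: single compound concentration, 4.5 µM final / Timing: 4 h compound at 37 °C, 2 h substrate at RT / Measured by: FRET β-lactamase substrate fluorescence, excitation 405 nm, 460/535 nm emission ratio, background-subtracted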
HTR1E antagonist: blocks the human 5-HT1E serotonin receptor; inhibition, % at 6 µM; hit rate 0.99% among 65,000; CHO 5-HT1E Ga15 NFAT-bla reporter, FRET, antagonist; AID 571;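 active = inhibition above a set limit, the mean inhibition across every tested compound plus 3 SD, cut at about 29% in these data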;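 also: signal is the 460 over 535 nm emission ratio of beta-lactamase substrate; 0% = agonist plus DMSO wells and 100% = wells without agonist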
M1 antag: M1 muscarinic receptor (rat) antagonism; CHO-M1 cells, Fluo-4 calcium, ACh EC80 antagonist mode; hits give low values; hit rate 3.4% among 64,000; P08482; B-score at 10 µM;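 active = calcium fluorescence response, raw or row-and-column corrected B-score, differing from the plate sample mean either way at a set confidence level, mostly lower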
Target sequence (P08482 whole entry, looked up): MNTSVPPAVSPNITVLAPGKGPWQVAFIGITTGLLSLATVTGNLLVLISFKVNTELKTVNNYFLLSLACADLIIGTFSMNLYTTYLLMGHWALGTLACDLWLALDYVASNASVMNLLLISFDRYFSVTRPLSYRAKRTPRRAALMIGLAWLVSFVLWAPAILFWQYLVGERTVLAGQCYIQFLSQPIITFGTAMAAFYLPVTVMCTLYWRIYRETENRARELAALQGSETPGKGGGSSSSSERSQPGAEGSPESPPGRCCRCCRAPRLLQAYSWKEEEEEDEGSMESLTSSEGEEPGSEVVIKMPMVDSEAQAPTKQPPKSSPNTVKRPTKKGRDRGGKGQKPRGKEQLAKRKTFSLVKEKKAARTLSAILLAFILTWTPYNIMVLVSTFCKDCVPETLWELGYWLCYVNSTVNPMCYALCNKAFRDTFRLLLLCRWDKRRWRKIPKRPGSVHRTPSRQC
Jurkat viability: reduces viability or proliferation of Jurkat cells; Jurkat E6.1 viability, ATP luminescence, 48 h; inhibition, % at 4 µM; hit rate 1.2% among 56,000; AID 463;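 active = inhibition above the mean inhibition of all tested compounds plus 3 SD, cut at about 28% in these data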
HER2 expr 66K: lowers expression of human Her2 kinase | hit rate 0.69% among 65,000 | HER2 level % of control, % at 10 µM | P04626 | SKBR-3 HER2 protein level, AlphaScreen, 18-24 h; hits give low values | AID 645;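 active = HER2 level under 5% of the carrier-only control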;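 also: 100% = DMSO carrier and 0% = 500 nM PU-H71 HSP90 inhibitor; lower value means stronger loss of Her2 protein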
HTR1E agonist: agonists of human 5-HT1E serotonin receptor. P28566. CHO 5-HT1E Ga15 NFAT-bla reporter, FRET; 0% DMSO wells, 100% control agonist wells. activation, % at 6 µM. hit rate 0.69% among 65,000;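 active = activation above a set limit, the screen-wide mean activation plus 3 SD, cut at about 8.5% in these data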;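 also: 100% = positive control agonist at 1 µM giving full maximal response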
M1 ag: M1 muscarinic receptor agonism; AID 626; B-score at 10 µM; hit rate 3% among 64,000; CHO-M1 cells, Fluo-4 calcium fluorescence, agonist mode; hits give high values;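 active = fluorescence rise, raw or as B-score row- and column-corrected plate score, outside the 99.7% band of its plate's samples, either direction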
* marks the source's active call; other numbers are inactive results; / = no result given. The order is random. Share with any hit: about 9.2%.

molecule	HEK293 NFkB inh	S1P1 ag-PAM	S1P3 agonist	HTR1E antagonist	M1 antag	Jurkat viability	HER2 expr 66K	HTR1E agonist	M1 ag
CN(C)Cc1c(O)ccc2oc(Cc3ccccc3)cc12	18	0	-1.3	0	-0.35	-2	80	0.2	-0.83
C[C@@H](Nc1nc(-c2ccccc2)nc2c1oc1ccccc12)C(=O)O	-14	22	-0.5	12	0.4	1	86	-0.7	-0.12
Fc1ccc(-c2nnc(Cc3nnc(-c4ccc(F)cc4)o3)o2)cc1	20	-8	-0.4	3	0.16	7	109	0.1	-0.07
COc1cccc(Cn2c(-c3cccs3)noc2=O)c1	21	5	0.8	1	-0.056	-5	110	-0.9	-0.46
Cc1cc2n(n1)C(c1ccc3c(c1)OCO3)Nc1c(C)cccc1-2 (centres undefined)	11	-16	-0.4	-12	0.51	-1	70	-0.4	1.7
COc1ccc(-n2c(Cc3cccn3C)nnc2SCC(=O)NC2CCCCC2)cc1	3	24	-0.8	15	0.44	6	99	-0.1	-0.53
COc1ccc(S(=O)(=O)N2CCCC(C(=O)NCc3ccco3)C2)cc1Cl (centres undefined)	-5	0	-0.4	1	0.063	-1	/	-0.1	-0.79
Cc1ccc(C)c(OCC(O)CN2CCC(C)CC2)c1C (centres undefined)	12	12	-0.7	-7	0.25	5	129	0.4	-0.62
CC(=O)Nc1c2c3c(cccc3n(C)c1=O)C(=O)c1ccccc1-2	27	-17	-0.9	-4	-0.37	0	98	0.1	9.4*
CCOC(=O)c1ccc(NC(=O)CN(C)S(=O)(=O)c2ccc(OC)cc2)cc1	9	2	-0.5	1	0.68	1	91	0.8	0.11
COc1ccc(OC)c(C2/C(=C(\O)c3ccc4c(c3)OCCO4)C(=O)C(=O)N2CCCN(C)C)c1 (centres undefined)	/	3	-2.0	-10	-0.0051	/	87	-0.7	0.14
COc1ccc(NC(=O)CN(c2cc(C)cc(C)c2)S(=O)(=O)c2c(C)n[nH]c2C)cc1	-1	0	-1.0	13	-0.27	-1	55	-0.5	0.21
Cc1cc(C)nc(NC(=NCc2ccc3c(c2)OCO3)NC(=O)Nc2ccccc2)n1	12	/	-0.4	20	0.47	3	151	-0.1	-1.1
COCCn1nnnc1CN1CCN2CCCC2C1 (centres undefined)	10	9	-0.4	10	-0.31	-4	78	-0.1	0.74
N#Cc1ccc(COC(=O)Cn2nnc(-c3ccccc3)n2)cc1	18	5	-0.5	5	0.064	3	126	-0.7	0.8
Cn1cc(C(=O)N2CCN(C(=O)c3ccco3)CC2)c2c3ccccc3n(C)c2c1=O	9	-18	-0.7	2	0.36	6	85	0.8	0.5
Cc1cccc2[nH]c(-c3ccc(NC(=O)c4ccco4)cc3)nc12	-20	-5	-0.5	15	1.1	0	104	-0.2	1.6
O=C(NCCCN1CCOCC1)c1c(O)c2cc(Br)cc(Br)c2[nH]c1=O	6	6	-0.4	0	-0.16	-2	57	-0.9	-0.33
COc1c(O)cccc1-c1nnn(CCC(=O)OCC(=O)c2ccccc2)n1	-11	-7	0.6	2	-0.29	-5	67	0.0	0.056
CCCn1nnnc1SCC(=O)NCc1ccc2c(c1)OCO2	12	22	-0.6	8	-0.13	0	100	-0.9	3*
COc1ccc(C(=O)NCC(=O)Nc2ccccc2)cc1OC	15	-10	-0.8	10	1	2	91	0.8	0.2
N#Cc1nc(Cc2ccccc2)oc1N1CCN(c2cccc(Cl)c2)CC1	9	-4	0.2	2	0.64	-3	109	-0.1	-0.032
CSCSC1=C(C#N)C(c2ccccc2Cl)C(C(C)=O)=C(C)N1 (centres undefined)	10	-1	-1.7	17	-0.78	7	84	0.5	-0.61
O=C1C2CCCN2C(c2cccs2)N1c1ccc(Cl)cc1 (centres undefined)	-7	5	0.1	-8	0.0019	-1	86	0.0	0.11
COc1ccc(Cn2c(=O)[nH]c3cc(C(=O)NCCCN4CCCCC4)ccc3c2=O)cc1	9	/	/	4	-1.4	/	120	-1.2	0.34
CC(C)c1ccc(Nc2nc(NCc3ccco3)nc(N3CCOCC3)n2)cc1	14	13	-1.0	-9	-0.15	8	36	2.1	0.76
Cn1c(=O)c2c(nc(NCCNC(=O)c3ccco3)n2Cc2ccccc2Cl)n(C)c1=O	12	/	/	12	0.16	/	103	0.0	0.3
O=C(Nc1c(Cl)cc(Cl)cc1C(=O)NCC1CCCO1)c1ccco1 (centres undefined)	20	-59	0.0	13	-0.12	1	95	1.5	1.5
CC1(C)CC(=O)C(C(=O)CCCCC(=O)C2C(=O)CC(C)(C)CC2=O)C(=O)C1	15	-15	-0.5	2	-0.95	-7	134	0.1	0.9
COC(=O)c1ccccc1NC(=O)c1ccccc1NS(C)(=O)=O	15	/	-2.0	0	0.018	4	96	-0.4	-0.61

(list continues)
molecule	HEK293 NFkB inh	S1P1 ag-PAM	S1P3 agonist	HTR1E antagonist	M1 antag	Jurkat viability	HER2 expr 66K	HTR1E agonist	M1 ag
Cc1nnc(SCCn2c(N3CCN(C)CC3)nc3c2c(=O)n(C)c(=O)n3C)s1	-1	-6	-1.2	3	0.45	-10	160	0.2	0.12
CCOC(=O)CNC(=O)COc1ccc(Cl)cc1Br	3	-3	0.1	12	0.29	9	112	-0.9	-0.8
CCOC(=O)N1CCN(C(=O)CSCc2nc(-c3ccccc3F)oc2C)CC1	9	5	-1.2	10	-1	10	102	-0.5	-0.23
O=C(C1CCN(S(=O)(=O)Cc2ccccc2)CC1)N1CCCc2ccccc21	-6	19	-0.3	7	-0.001	5	68	-1.0	-0.077
Cc1cc(N=Cc2c(O)ccc3ccccc23)no1	12	-26	-1.7	-7	0.064	4	82	-1.4	2.2
COC(=O)c1cc(OC)c(OC)cc1NC(=O)CN1CCOCC1	11	-6	-0.5	2	0.93	11	118	1.4	-0.02
C#CCn1cnc2c(cnn2-c2ccc(C)c(C)c2)c1=O	-12	-9	-0.2	12	/	0	79	0.2	/
CC(=O)Nc1ccc(S(=O)(=O)N2CCCC2C(=O)O)cc1 (centres undefined)	7	-18	-0.4	-4	-1.1	3	162	-1.3	0.63
C[C@H](NC(=O)OC(C)(C)C)c1nnc(SCC(=O)c2ccc(Cl)cc2)o1	14	31	-0.7	5	-2.3	8	97	1.2	5.5*
COc1cccc(CN2C(=O)CCC2(C)C(=O)NC2CCCCC2)c1 (centres undefined)	10	-6	-1.4	-3	-3.5*	3	90	-0.4	-0.49
COCCCNC(=O)Cn1ncc2c(=O)oc3ccccc3c21	9	-10	-0.1	-10	0.25	1	89	-0.1	-0.71
COC(=O)COc1cc(C)cc2oc(=O)c(CC(=O)OC)c(C)c12	17	/	-0.2	0	0.042	0	51	0.5	3.1*
CCCCn1c(=O)[nH]c(=O)c2c1nc(-c1ccc(C#N)cc1)n2C1CCCC1	17	-8	-0.5	-9	-0.04	-2	96	0.0	0.49
Cc1noc(/C=C/N(C)C)c1S(=O)(=O)N1CCCC(C(=O)N2CCCCC2)C1 (centres undefined)	16	-5	-0.2	17	-0.059	5	72	-0.6	0.097
COc1ccc(NC(=O)CSc2nnc(-c3ccncc3)n2CC2CCCO2)c(OC)c1 (centres undefined)	5	9	-0.2	2	-0.11	5	78	-0.6	-0.89
CC(C)OC(=O)CCC1(C(=O)O)CCC(=O)NC1 (centres undefined)	18	10	-0.1	-1	0.096	-4	79	-0.6	-0.57
O=C(O)C1C2CCC(O2)C1C(=O)NCc1ccncc1 (centres undefined)	5	2	-0.7	3	1.1	4	109	-0.2	-0.3
O=C(COc1ccccc1)NCc1ccc2c(c1)OCO2	19	-11	0.1	-3	1	6	149	-0.5	0.038
CN1C(=O)N(c2cccc3ccccc23)C(n2cncn2)C1(C)C (centres undefined)	9	4	-1.0	-13	-0.39	-5	84	0.2	-0.47
O=C(NCCC1=CCCCC1)C1CCN(S(=O)(=O)N2CCOCC2)CC1	6	12	-0.1	-8	0.51	2	113	0.7	-0.0029
COc1ccccc1N(C(=O)c1snc(C(N)=O)c1N)C(C(=O)NC1CCCC1)c1ccco1 (centres undefined)	25	27	-1.4	6	0.42	8	94	-1.0	-0.55
CCOC(=O)C1CCN(C(=O)c2sc3nc(-c4ccc(F)cc4)cn3c2C)CC1	5	21	-0.9	16	0.37	4	104	0.9	1.5
CCc1cc2c(=O)c(-c3cscn3)coc2cc1O	/	7	-3.6	9	-0.84	/	98	-0.6	-0.39
Cc1ccc(-n2ncc3c(=O)n(CC(=O)NC4CCCC4)cnc32)cc1C	-12	-25	-0.1	-15	0.075	-4	98	-1.1	-0.27
O=C(Cn1cnc2c(nnn2Cc2ccccc2F)c1=O)N1CCN(c2ccccc2)CC1	8	3	-0.9	3	-0.025	4	87	0.3	-0.079
CCOC(=O)C1CCN(C(c2cccs2)c2sc3nc(C)nn3c2O)CC1 (centres undefined)	14	-21	-0.1	-8	1.2	-4	103	-0.2	2.2
CC(C(=O)N1CCCCC1)N1C(=O)c2ccccc2C1=O (centres undefined)	/	-6	-0.3	-13	0.34	/	66	-0.1	-0.17
CCC(=O)N1CCc2cc(S(=O)(=O)CCC(=O)O)ccc21	-1	-21	0.3	-5	-0.03	-2	84	-0.1	-0.27
CC(C)(/C=N/O)/[N+]([O-])=C/C=[N+](\[O-])C(C)(C)/C=N/O	8	-18	0.2	4	0.53	-9	88	1.0	-0.64
Cc1nc(N2CCN(Cc3ccccc3)CC2)[nH]c(=O)c1C	9	0	-0.6	-12	0.012	-3	91	0.8	-0.024

Entries of single compounds as entered above:
Fc1ccc(-c2nnc(Cc3nnc(-c4ccc(F)cc4)o3)o2)cc1 in the list: HEK293 NFkB inh: 20; S1P1 ag-PAM: -8; S1P3 agonist: -0.4; HTR1E antagonist: 3; M1 antag: 0.16; Jurkat viability: 7; HER2 expr 66K: 109; HTR1E agonist: 0.1; M1 ag: -0.07
COCCCNC(=O)Cn1ncc2c(=O)oc3ccccc3c21 in the list: HEK293 NFkB inh: 9; S1P1 ag-PAM: -10; S1P3 agonist: -0.1; HTR1E antagonist: -10; M1 antag: 0.25; Jurkat viability: 1; HER2 expr 66K: 89; HTR1E agonist: -0.1; M1 ag: -0.71

Next part.
molecule	HEK293 NFkB inh	S1P1 ag-PAM	S1P3 agonist	HTR1E antagonist	M1 antag	Jurkat viability	HER2 expr 66K	HTR1E agonist	M1 ag
CC1CCc2c(sc3nc(C4CC4)nc(SCC(=O)NCc4ccco4)c23)C1 (centres undefined)	3	-9	-0.1	-2	0.005	2	100	1.2	-0.69
CC1(C)CC(=O)N(CC(=O)NC2CCCC2)c2ccccc2S1(=O)=O	7	-25	-0.4	0	1	-2	85	0.3	0.55
Cc1cc(-n2ccc(=O)[nH]c2=O)nc(-c2ccccc2)n1	11	-11	-2.0	12	-0.0096	0	95	-0.1	0.8
COc1ccc(CN(CC(=O)NCc2ccco2)C(=O)CCC(=O)Nc2nccs2)cc1	13	-3	-0.1	1	0.39	-11	95	-0.2	-0.24
Nc1c(C(=O)c2ccc(Br)s2)oc2ccccc12	0	/	-0.6	6	1.4	-4	44	1.3	-0.42

High-throughput results deposited in PubChem BioAssay by several laboratories.
